Source: PubChem BioAssay (The Scripps Research Institute Molecular Screening Center)
M1 antag: blocks human M1 muscarinic receptor; CHO-K1 hM1, Fluo-8 calcium fluorescence, ACh EC80 antagonist; inhibition, % at 3 µM; 360,000 compounds, 1.3% hits; AID 588852;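 active = percent inhibition above its own plate's cutoff, namely the mean of that plate's compound wells plus 3 SD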;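 also: peak over basal fluorescence ratio during 140 s after agonist addition; 0% = ACh EC80 plus DMSO and 100% = DMSO alone without agonist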
TAAR1 antagonist: human TAAR1 antagonism | Q96RJ0 | CHO RD-HGA16 TAAR1, Fluo-8 calcium fluorescence, antagonist | inhibition, % at 3 µM | 360,000 compounds, 1.5% hits | AID 624466;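 active = inhibition above a per-plate cutoff, the mean inhibition of test compounds on that plate plus 3 SD, cut at about 49% in these data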;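 also: 0% = DMSO plus EC80 beta-PEA response and 100% = DMSO alone without agonist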
Target sequence (Q96RJ0 whole entry, looked up): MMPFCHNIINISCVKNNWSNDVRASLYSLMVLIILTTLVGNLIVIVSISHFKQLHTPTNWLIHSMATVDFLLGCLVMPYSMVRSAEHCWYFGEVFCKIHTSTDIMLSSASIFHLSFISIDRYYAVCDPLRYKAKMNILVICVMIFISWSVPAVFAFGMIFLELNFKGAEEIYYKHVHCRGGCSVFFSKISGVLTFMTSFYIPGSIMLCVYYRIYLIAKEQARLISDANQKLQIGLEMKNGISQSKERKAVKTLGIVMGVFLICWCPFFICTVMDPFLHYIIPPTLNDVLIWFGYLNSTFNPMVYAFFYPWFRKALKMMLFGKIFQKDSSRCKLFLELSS
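System: CHO RD-HGA16 cells bearing hTAAR1. Reagent: EC80 β-phenethylamine stimulus. Schedule: seeding 17-24 h prior, 75-min 37 °C, 30-min RT dye loading. Signal: Fluo-8 intracellular calcium dye fluorescence, real-time kinetic reads. Read-out: % inhibition from peak post-agonist over basal fluorescence ratio. Benchmarks: vehicle wells and EC80 agonist wells. Replicates: n of 1.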
CHO-K1 Ca ag: M1 agonist counterscreen hit in parental CHO-K1 cells; Fluo-8 calcium fluorescence; scaled to maximal ATP response, vehicle zero; activation, % at 3 µM; 360,000 compounds, 0.48% hits; in the data active = activation above about 15%;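 also: untransfected CHO-K1 host cells lacking M1 receptor as counterscreen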
M1 ag: human M1 muscarinic receptor agonism; activation, % at 3 µM; AID 588814; CHO-K1 hM1, Fluo-8 calcium fluorescence, agonist mode; 0% DMSO, 100% acetylcholine EC100; 360,000 compounds, 0.33% hits;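 active = activation above the run's mean compound activation plus 3 SD, cut at about 16% in these data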;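 also: peak over basal fluorescence ratio within a 140 s kinetic read after compound addition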
CHO parental Ca: counter-screen for OX1R antagonists: effect in parental CHO cells; parental CHO-K1, ATP-induced calcium, Fluo-8 fluorescence; inhibition, % at 5.6 µM; 330,000 compounds, 0.63% hits;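 active = inhibition above that plate's mean sample inhibition plus 3 SD, cut at about 26% in these data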;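 also: 0% = ATP-challenged DMSO wells and 100% = DMSO wells without ATP; some compounds past the cut are filed as inactive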
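test system = CHO parental line | reagent = ATP stimulus | measured by = intracellular calcium via Fluo-8 no-wash fluorescent dye | control set = ATP and no-ATP DMSO wells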
TAAR1 ag: human TAAR1 agonism | Q96RJ0 | CHO RD-HGA16 TAAR1, Fluo-8 calcium fluorescence; vehicle wells 0%, saturating PEA agonist 100% | activation, % at 3 µM | 360,000 compounds, 0.99% hits | AID 624467;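 active = activation above the mean activation of all test compounds in the run plus 3 SD, cut at about 38% in these data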
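Assay system: CHO-derived RD-HGA16 cells with stable Gα16 and human TAAR1; timing: 17-24 h seeding, 75 min 37 °C dye, 30 min RT; read-out: % activation from peak over basal fluorescence ratio, DMSO-to-PEA scaled; measured by: kinetic Fluo-8 calcium fluorescence; benchmarks: low control DMSO, high control PEA (EC100); doses: 3 µM single concentration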
CHO-K1 Ca antag: counter-screen for M1 antagonists: effect in parental CHO-K1 cells; AID 602250; inhibition, % at 3 µM; 360,000 compounds, 0.6% hits; ATP-induced calcium, Fluo-8 fluorescence;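 active = inhibition above a per-plate cutoff, the plate's mean sample inhibition plus 3 SD, cut at about 24% in these data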;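 also: 0% = DMSO plus EC80 ATP and 100% = DMSO alone without ATP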
CHO-K1 Ca PAM: counter-screen for M1 PAMs: effect in parental CHO-K1 cells; activation, % at 3 µM; 360,000 compounds, 0.02% hits; AID 602247; ATP EC20, Fluo-8 calcium fluorescence; 0% at ATP EC20, 100% at ATP max;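 active = activation above the run cutoff, the mean activation of all test compounds plus 3 SD, cut at about 40% in these data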;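 also: peak over basal fluorescence ratio in a 140 s read after ATP addition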
CHRM1 PAM: human CHRM1 positive allosteric modulation; CHO-K1 hM1, Fluo-8 calcium fluorescence, ACh EC20; 0% = ACh EC20, 100% = maximal ACh; activation, % at 3 µM; 360,000 compounds, 0.088% hits; AID 588819; in the data active = activation above about 19%, passing the limit was not always enough
* = called active by the depositor; nt = not tested or not shown.

nr | SMILES | M1 antag | TAAR1 antagonist | CHO-K1 Ca ag | M1 ag | CHO parental Ca
1 | O=C(CN1C(=O)NC2(CCCC2)C1=O)N1CCCSC1=Nc1ccccc1 | -9 | -1 | 2.2 | -5 | nt
2 | CCC1(c2ccc(F)cc2)NC(=O)N(CC(=O)c2ccc[nH]2)C1=O (stereo not given) | -10 | 8 | 1.5 | 1 | -10
3 | CCN(CC(=O)NC1CCS(=O)(=O)C1)S(=O)(=O)c1ccc(C)c(C)c1 (stereo not given) | 0 | -11 | 0.4 | -2 | -2
4 | CC1(C)CC(=O)C=C(NC2CCCCC2)C1 | -6 | -2 | 0.7 | -5 | -15
5 | O=[N+]([O-])c1ccc2cc[nH]c2c1 | -14 | -2 | 2.1 | -1 | nt
6 | COc1ccccc1/C=C/C(=O)NCC(=O)N/N=C/c1ccc(C(=O)O)cc1 | -8 | -7 | -0.1 | -4 | 4
7 | Cc1cccc(NC(=O)C2CC3CCC2C3)c1C (stereo not given) | -8 | -34 | 0.3 | -2 | 1
8 | COc1ccccc1NC(=O)N1CCCC1C(=O)Nc1ccc2c(c1)OCCO2 (stereo not given) | 4 | -2 | 0.0 | -4 | -10

nr | TAAR1 ag | CHO-K1 Ca antag | CHO-K1 Ca PAM | CHRM1 PAM
1 | 2 | -7 | -6 | 6
2 | 13 | -1 | 12 | 9
3 | 0 | -9 | 18 | -3
4 | 4 | -15 | 26 | 11
5 | 0 | -16 | 12 | 7
6 | 0 | -10 | 16 | 6
7 | 1 | -8 | 10 | 7
8 | -1 | 9 | 3 | -1

An excerpt of these results, with values under each structure.
Order of results – M1 antag | TAAR1 antagonist | CHO-K1 Ca ag | M1 ag | CHO parental Ca | TAAR1 ag | CHO-K1 Ca antag | CHO-K1 Ca PAM | CHRM1 PAM
(2) CCC1(c2ccc(F)cc2)NC(=O)N(CC(=O)c2ccc[nH]2)C1=O (stereo not given)
    -10 | 8 | 1.5 | 1 | -10 | 13 | -1 | 12 | 9
(3) CCN(CC(=O)NC1CCS(=O)(=O)C1)S(=O)(=O)c1ccc(C)c(C)c1 (stereo not given)
    0 | -11 | 0.4 | -2 | -2 | 0 | -9 | 18 | -3

Looked up by structure from the list above:
nr | SMILES | M1 antag | TAAR1 antagonist | CHO-K1 Ca ag | M1 ag | CHO parental Ca
8 | COc1ccccc1NC(=O)N1CCCC1C(=O)Nc1ccc2c(c1)OCCO2 (stereo not given) | 4 | -2 | 0.0 | -4 | -10
4 | CC1(C)CC(=O)C=C(NC2CCCCC2)C1 | -6 | -2 | 0.7 | -5 | -15
7 | Cc1cccc(NC(=O)C2CC3CCC2C3)c1C (stereo not given) | -8 | -34 | 0.3 | -2 | 1
5 | O=[N+]([O-])c1ccc2cc[nH]c2c1 | -14 | -2 | 2.1 | -1 | nt

nr | TAAR1 ag | CHO-K1 Ca antag | CHO-K1 Ca PAM | CHRM1 PAM
8 | -1 | 9 | 3 | -1
4 | 4 | -15 | 26 | 11
7 | 1 | -8 | 10 | 7
5 | 0 | -16 | 12 | 7

The list goes on:
nr | SMILES | M1 antag | TAAR1 antagonist | CHO-K1 Ca ag | M1 ag | CHO parental Ca
9 | O=C(CN1CCCCC1)N1CCCc2ccccc21 | 8 | -19 | 0.4 | -15 | -15
10 | Cc1ccc2oc(=O)c(/C=C(\O)CC(C)C)nc2c1 | -11 | -16 | 0.7 | 3 | -5
11 | CC(C)c1ccc(S(=O)(=O)N2CCN(C(=O)C3CC3C)CC2)cc1 (stereo not given) | 3 | -25 | 2.1 | 1 | -9
12 | CCOC(=O)N1CCN(C(=O)CN(C)S(=O)(=O)c2ccc(OC)c(OC)c2)CC1 | 2 | -9 | -0.5 | -2 | 4
13 | O=C1NC2(c3ccccc3)NC(=O)NC2(c2ccccc2)N1 (stereo not given) | -6 | -20 | 1.2 | -4 | nt

nr | TAAR1 ag | CHO-K1 Ca antag | CHO-K1 Ca PAM | CHRM1 PAM
9 | 2 | -18 | 14 | -9
10 | -1 | -16 | 24 | 8
11 | 1 | 6 | -12 | 1
12 | 4 | 1 | 2 | 0
13 | 0 | 4 | 25 | 2
